Myeloid diff MLP: promotes myeloid progenitor differentiation. ER-HoxA9 myeloid progenitors, lysozyme-GFP differentiation, flow cytometry. calls only at 10 µM. 360,000 compounds, 1% hits. AID 624256;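 active = normalized GFP-positive differentiation at or above the plate's own cutoff, the solvent-only control mean plus 3 SD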;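 also: cells exposed to compound for four days before flow analysis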
KOR beta-arrestin-1: KOR antagonists, beta-arrestin recruitment, cell-based, luminescence, uHTS (AID 1778) | KOR beta-arrestin recruitment, luminescence, antagonist mode; higher % means a stronger effect | 290,000 compounds, 0.091% hits | inhibition, % at 10 µM, or IC50 in µM where a hit was titrated; also: strong numbers were not always called active
T cell HTS: T cell immune modulators affecting CD8 T cell-vesicle binding | 330,000 compounds, 0.068% hits | 2C CD8+ T cell-vesicle binding, flow cytometry; stronger effect = lower value | AID 2052 | calls only at 7 µM;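 active = response, share of CD8 T cells binding vesicles, and their 90th percentile fluorescence all below set limits, cut at about 80% in these data, passing the limit was not always enough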
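Benchmarks: naked versus QL9-loaded vesicles / Assay system: purified 2C TCR transgenic mouse naive CD8+ T cells / Technique: high-throughput flow cytometry with anti-B7-1 and anti-CD8 staining / Timing: Cell–vesicle co-incubation 1.5 h at 37 °C, staining 20 min on ice / Read-out: percent CD8+ FL2 mean versus row control / Probe or stimulus: QL9-loaded Drosophila micro-vesicles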
KOR beta-arrestin-2: kappa opioid receptor activators – cell-based, luminescence, uHTS, primary screen (AID 1777); KOR beta-arrestin recruitment, luminescence; higher % means a stronger effect; one-dose activation, % at 10 µM; EC50 in µM for titrated hits; 280,000 compounds, 0.02% hits; in the data active = activation above about 50%, passing the limit was not always enough; also: a part of the inactive calls stands beside numbers as strong as those of hits
NTR1 ag: agonists of NTR1, primary screen, imaging, U2OS cells, beta-arrestin-GFP, high content (AID 493036). NTR1-U2OS beta-arrestin-GFP spot imaging, agonist mode. activation, % at 20 µM. 330,000 compounds, 0.17% hits;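 active = activation at or above 40% of the spot to cytoplasm intensity ratio, with at least 20 cells analyzed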;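 also: 0% = DMSO without peptide and 100% = 100 nM NTR1 peptide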
Target sequence (P30989 whole entry, looked up): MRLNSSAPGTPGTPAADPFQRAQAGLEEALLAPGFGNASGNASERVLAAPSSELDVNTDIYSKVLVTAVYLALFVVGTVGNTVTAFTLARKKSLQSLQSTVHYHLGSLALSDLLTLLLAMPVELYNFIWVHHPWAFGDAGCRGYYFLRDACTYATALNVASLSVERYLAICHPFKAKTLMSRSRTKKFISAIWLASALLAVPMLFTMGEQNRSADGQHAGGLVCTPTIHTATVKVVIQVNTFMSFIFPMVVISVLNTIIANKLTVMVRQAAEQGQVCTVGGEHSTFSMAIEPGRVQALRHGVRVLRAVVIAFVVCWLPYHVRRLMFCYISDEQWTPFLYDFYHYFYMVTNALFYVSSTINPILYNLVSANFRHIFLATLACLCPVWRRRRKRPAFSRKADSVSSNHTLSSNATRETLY
NOD1 NF-kB reporter: inhibition of NOD1-driven NF-kB reporter – cell-based, luminescence, uHTS, primary screen (AID 1578); 290,000 compounds, 1% hits; inhibition, % at 4 µM, or EC50 in µM where a hit was titrated; NOD1-driven NF-kB luciferase reporter cells, luminescence; higher % means a stronger effect; in the data active = inhibition mostly above about 36%, no sharp cut-off; inactive = mostly below about 34%;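 also: HEK-293T reporter cells stimulated with the NOD1 agonist gamma-tri-DAP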
GPR55 antagonists: GPR55 antagonists blocking LPI-driven arrestin recruitment, primary screen, imaging, U2OS, beta-arrestin-GFP, LPI agonist (AID 2013); U2OS GPR55 beta-arrestin-GFP translocation imaging, LPI antagonism; higher % means a stronger effect; inhibition, % at 10 µM; hits with a dose series show IC50 in µM; 290,000 compounds, 0.13% hits;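 active = spots per cell inhibited over 60%, with over 100 cells counted and total cytoplasm intensity under 500,000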;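 also: U2OS cells stably carrying GPR55 and arrestin-GFP stimulated by 5 µM LPI near EC80; imaged beta-arrestin-GFP aggregate spots per cell after agonist stimulation; plate controls were LPI-stimulated DMSO wells for no effect and DMSO wells without LPI for full effect; some results filed as inactive read as strong as hits; confirmed hits need IC50 under 10 µM and bright autofluorescent wells are also inconclusive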
GPR55 activation: GPR55 agonists via beta-arrestin recruitment, primary screen, imaging, U2OS cells, beta-arrestin-GFP redistribution (AID 1961) | U2OS GPR55 beta-arrestin-GFP redistribution imaging; higher % means a stronger effect | 290,000 compounds, 0.048% hits | activation, % at 10 µM; hits with a dose series show EC50 in µM;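 active = activation above 40% with more than 50 cells counted in the well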;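 also: U2OS osteosarcoma cells stably expressing GPR55 and beta-arrestin-GFP; plate controls were DMSO negative control for no effect and LPI positive control for full effect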
NOD2 inhibition: NOD2 signaling inhibitors, cell-based, luminescence, uHTS, HEK293 (AID 1566) | 290,000 compounds, 0.63% hits | one-dose inhibition, % at 4 µM; EC50 in µM for titrated hits | HEK293 NOD2/NF-kB luciferase reporter, luminescence; higher % means a stronger effect; also: many of its hits are not listed in these tables
T cell HTS vesicle-bound %: further read-out of T cell HTS, marked with its call; double positive events, %; measured here: CD8+ vesicle-bound cell fraction;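 binding gate set so that unloaded-vesicle control wells show 10% double positive cells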
NTR1 ag cell count 20 µM: second read-out of NTR1 ag, no call of its own (marks repeat the call); cell count; measured here: cell count, cytotoxicity flag
Myeloid diff MLP GFP+ MAC1+ %: second read-out of Myeloid diff MLP, no call of its own (marks repeat the call); GFP+ MAC1+ double positive, %; measured here: differentiation confirmed by MAC1 staining
* = called active by the depositor; i = inactive; . = no result given; [ ] = another dose, or the depositor's remark. Rule as the data show it, unless noted: active = inhibition above about 50%; inactive = the rest.

SMILES	Myeloid diff MLP	Myeloid diff MLP GFP+ MAC1+ %	KOR beta-arrestin-1	T cell HTS	T cell HTS vesicle-bound %	KOR beta-arrestin-2	NTR1 ag	NTR1 ag cell count 20 µM	NOD1 NF-kB reporter	GPR55 antagonists	GPR55 activation	NOD2 inhibition
O=C(NC1CC1)c1cc2c(s1)CS(=O)(=O)C2	i	0.2	-20%	i	61	3.1%	-0.5	75	-12%	-2%	0.2%	-3%
Cc1ccccc1CNC(=O)c1ccc(CSCc2ccccc2)cc1	i	0.9	-2%	i	45	-1.8%	1.5	58	-28%	4%	0.1%	0%
COC(=O)c1sc(N2C(=O)C(O)=C(C(=O)c3ccc(C)o3)C2c2ccc([N+](=O)[O-])cc2)nc1C (stereo unspecified)	i	1.1	23%	i	67	0.5%	0.9	53	-40%	11%	0.3%	4%
O=C(c1cc(N2CCCCC2)nc2ccccc12)N1CCOCC1	i	7.2	-14%	i	48	2.8%	-0.8	73	3%	6%	-0.1%	-4%
CCN(CC)C(=O)CSc1nnc(CCN)o1	i	1.4	18%	i	38	9.7%	-2.2	66	7%	0%	-0.3%	2%
O=C(NC(=S)Nc1cccc(Cl)c1Cl)C1CC1	i	0.6	0%	i	8	1.1%	5.6	67	-75%	0%	0.8%	1%
CCN(CC(=O)Nc1ccc(NC(C)=O)cc1)CC(=O)Nc1ccccc1C(=O)c1ccccc1	i	0.9	18%	i	12	-4.8%	0.0	20	9%	2%	-0.3%	22%
O=C(NN1C(=O)/C(=C/C=C/c2ccccc2)SC1=S)c1ccncc1	i	0.2	4%	i	61	-5.8%	-0.5	49	-1%	3%	0.5%	-38%
COc1ccc(-c2c(C)nc3c(-c4ccccn4)cnn3c2N)cc1	i	0.3	-16%	i	35	-5.4%	.	.	-9%	5%	-0.1%	-149%
CCOC(=O)c1cccc(NC(=O)CCNS(=O)(=O)c2cccc3nonc23)c1	i	2.8	2%	i	22	-3.2%	-1.3	51	-15%	20%	-0.2%	7%
COc1ccc(Cc2nnc(SCC(=O)NCc3ccco3)o2)cc1	i	1.1	-9%	i	28	-2.6%	1.9	83	-4%	-6%	-0.3%	9%
COc1ccc(C2=NN(C(=O)c3ccccc3)C(c3ccc(OC)c(OC)c3)C2)cc1OC (stereo unspecified)	i	0.1	28%	.	.	5.3%	0.4	78	-2%	-1%	-0.1%	11%
COc1ccc(N2CC(C(=O)N[C@H](C(=O)NC3CCCC3)C(C)C)CC2=O)cc1 (stereo partly specified)	i	3.7	-16%	i	6	2.2%	-0.1	66	-23%	8%	0.2%	11%
O=[N+]([O-])c1ccc(S(=O)(=O)N2CCN=C2SCc2cccnc2)cc1	i	0.6	11%	i	61	-0.9%	-0.2	79	-16%	4%	0.8%	14%
O=C(O)CSc1nnc(-c2ccc3c(c2)OCO3)n1-c1ccccc1	i	0.5	-6%[20 µM]	i	20	-5.4%	0.0	25	-35%	-3%	0.2%	7%
O=C(CCn1c(=O)c2ccccc2n(CC(=O)NC2CCCC2)c1=O)NCc1ccco1	i	0.6	-19%	i	15	-1.6%	-0.8	89	4%	13%	-0.1%	-4%
CN(C(=O)COC(=O)c1ccc(S(=O)(=O)N2CCCC2)cc1)c1ccccc1	i	0.2	-42%	i	44	2.7%	2.6	72	-28%	5%	0.0%	-2%
COc1cc([N+](=O)[O-])c2nccnc2c1	i	0.4	-2%	i	60	-3.9%	-1.1	26	-29%	-2%	-0.1%	17%
COc1ccc(OC)c(NC(=O)NNC(=O)COc2ccc(-c3ccccc3)cc2)c1	i	0.9	31%	i	35	6.9%	2.4	61	-34%	-2%	0.2%	10%
O=C(CCn1cnc2ccccc2c1=O)Nc1ccc(S(=O)(=O)N2CCCC2)cc1	i	0.9	35%	i	55	-2.1%	-1.1	40	-9%	-4%	-0.4%	3%
Cn1nc(-c2ccccc2)cc1NC(=O)c1cccs1	i	0.1	4%	i	18	10%	-1.0	51	-2%	4%	-0.2%	-3%
Cc1onc(-c2c(Cl)cccc2Cl)c1C(O)c1ccccc1 (stereo unspecified)	i	0.5	13%	i	55	-4.4%	1.6	46	-1%	11%	-0.1%	-13%
Cc1ccc(NCCC(=O)c2cccc([N+](=O)[O-])c2)cc1	i	10	39%	i	48	-4.9%	1.0	82	-8%	2%	0.3%	-34%
CC(=O)Nc1ccc(/C=C(\C#N)C(=O)NC2CCCCC2C)cc1 (stereo unspecified)	i	0.0	25%	i	53	-4.0%	3.0	68	-24%	6%	0.1%	6%
Cc1oc(-c2cccc(Cl)c2)nc1CN1CCC(C(=O)NC2CC2)CC1	i	2.3	-8%	i	13	2.2%	-1.3	45	-16%	15%	-0.2%	6%
CCCC1(c2ccccc2)NC(=O)N(CC(=O)NCc2ccc(OC)cc2)C1=O (stereo unspecified)	i	0.3	-20%	i	24	-0.4%	0.5	56	-13%	-4%	-0.1%	-18%
COC(=O)c1cc(-c2cccs2)[nH]n1	i	0.2	-47%[20 µM]	i	47	-0.3%	-1.5	88	-37%	-7%	-0.1%	-11%
CC(C)Cn1c(N)c(C(=O)CSc2cc(Cl)ccc2Cl)c(=O)n(C)c1=O	.	.	-2%	i	62	6.8%	48*	84*	50%	6%	-0.3%	-8%
O=C(N/N=C/C1C(c2ccccc2)C1(Cl)Cl)c1cccc(Cl)c1 (stereo unspecified)	i	1.3	29%	i	36	-3.1%	0.8	51	18%	-3%	-0.2%	0%
CCSc1nnc(-c2cccnc2)n1-c1ccc(Cl)c(C)c1	i	1.9	5%	i	59	0.4%	-1.2	58	-10%	-2%	-0.1%	4%
CC1CCCCN1CCn1cnc2c([nH]c3ccccc32)c1=O (stereo unspecified)	i	1.2	21%	i	29	-2.5%	0.3	65	-13%	2%	0.3%	6%
NC(=O)C1CCN(Cc2nc3cc(C(F)(F)F)ccc3c(=O)[nH]2)CC1	i	0.1	31%	i	29	-0.5%	0.6	63	-1%	10%	-0.3%	28%
CC(C)Cn1c(-c2csc3ccccc23)n[nH]c1=S	i	0.9	-28%	i	48	1.2%	2.0	65	-14%	8%	0.0%	10%
COCCN1Cc2cccc(C(=O)NCc3cccnc3)c2C1=O	i	0.9	20%	i	48	-5.1%	-1.2	101	-10%	0%	-0.1%	6%
CC(C)(O)C#Cc1ccc(CN2CCC(n3nccc3NC(=O)C3CC3)CC2)cc1	i	0.4	5%	i	27	-2.4%	0.8	66	-24%	3%	0.0%	13%
O=C(O)C1(c2ccccc2)CCN(S(=O)(=O)c2ccccc2)CC1	i	1.2	-4%	i	36	1.1%	-0.8	49	-4%	-5%	0.5%	11%
C=CCn1c(SCC(=O)c2cccs2)nnc1-c1cccc(OC)c1	i	0.9	-29%	i	33	9.9%	1.0	47	-10%	-7%	-0.1%	-13%
O=C(COC(=O)CN1C(=O)C(=O)c2ccccc21)OCN1C(=O)c2ccccc2C1=O	i	1.9	-45%	i	51	6.7%	4.3	61	-36%	11%	0.1%	15%
Cc1cc(C)c(S(=O)(=O)NCC(=O)NCc2cc(=O)n(C)c(=O)n2C)c(C)c1	i	0.6	14%	i	1	5.5%	-0.6	55	37%	6%	0.1%	14%
COc1ccc(CCn2c(-c3ccc(Cl)cc3)n[nH]c2=S)cc1OC	i	0.1	1%	i	30	-1.0%	2.1	90	30%	-4%	-0.2%	8%

3 entries out of the list above, ordered by the number in GPR55 activation, high to low.
molecule | GPR55 activation
CC1CCCCN1CCn1cnc2c([nH]c3ccccc32)c1=O (stereo unspecified) | 0.3%
COc1ccc(OC)c(NC(=O)NNC(=O)COc2ccc(-c3ccccc3)cc2)c1 | 0.2%
CC(C)(O)C#Cc1ccc(CN2CCC(n3nccc3NC(=O)C3CC3)CC2)cc1 | 0.0%

Continued:
SMILES	Myeloid diff MLP	Myeloid diff MLP GFP+ MAC1+ %	KOR beta-arrestin-1	T cell HTS	T cell HTS vesicle-bound %	KOR beta-arrestin-2	NTR1 ag	NTR1 ag cell count 20 µM	NOD1 NF-kB reporter	GPR55 antagonists	GPR55 activation	NOD2 inhibition
Cc1cc(S(=O)(=O)Cc2noc(-c3c(C)noc3C)n2)c(C)cc1Cl	i	0.0	2%	i	55	-3.2%	1.7	61	-4%	0%	-0.1%	18%
O=C(C1CCCC1)N1CCN=C1SCc1cccc([N+](=O)[O-])c1	i	0.7	6%	i	36	-6.2%	3.3	49	-21%	-2%	0.1%	14%
CCn1c(CSCc2ccc(Cl)cc2)n[nH]c1=S	i	0.7	12%	i	46	-3.4%	3.8	37	-26%	-1%	0.0%	-5%
Cc1cccc(N2CCCn3c2nc2c3c(=O)[nH]c(=O)n2C)c1	i	0.7	37%	i	43	-3.6%	-0.1	101	-6%	4%	-0.1%	13%
Cc1ccc(/C([O-])=C(/C(=S)NCc2ccccc2)[n+]2ccccc2)cc1[N+](=O)[O-]	i	0.4	18%	i	58	1.3%	-1.1	55	-16%	6%	0.0%	16%
Cc1ccc(C)c(NC(=O)CSc2nc3c(oc4ccccc43)c(=O)n2-c2ccccc2)c1	i	0.3	8%	i	36	-0.6%	7.8	67	21%	23%	-0.2%	-2%
CC(=O)N(C(C)=O)c1c(C#N)c(C)n(-c2ccccc2)c1C(=O)c1ccccc1	i	0.8	-32%	i	24	-1.5%	-1.6	31	-2%	5%	-0.1%	8%
CCOCCn1c(N2CCN(c3ccccc3)CC2)nc2c1c(=O)[nH]c(=O)n2C	i	0.2	-52%[20 µM]	i	33	.	0.5	51	-4%	-9%	-0.1%	14%
C=CCn1c(SCC(=O)OCC)nc2cc(C(=O)NCc3ccco3)ccc2c1=O	i	0.6	8%	i	52	-2.8%	5.3	72	4%	-1%	0.4%	6%
Clc1cccc(Cl)c1Cn1cnc2c(NCc3ccco3)ncnc21	i	13	31%	i	33	-0.4%	0.7	75	0%	-9%	0.6%	-5%
COc1cc(/C=N\Nc2nncn2N)ccc1OC(C)=O	i	1.2	5%	i	62	-4.3%	0.4	69	-22%	-8%	-0.2%	9%
O=C(CCn1[nH]c(=O)c2ccccc2c1=O)OC1CCCCC1	i	0.6	-38%	.	.	-5.6%	-1.6	53	8%	13%	0.1%	14%
CC(=O)c1ccccc1OCC(O)CNC1CCCC1 (stereo unspecified)	i	0.6	-32%	i	28	-1.1%	1.7	72	-5%	-9%	-0.1%	-6%
COc1cc(C2Nc3cccc4cccc(c34)N2)cc(OC)c1O	i	4.3	-5%	i	29	0.8%	-0.5	43	-34%	-9%	-0.1%	-5%

Screening results (PubChem BioAssay)

These rows are one share of the data; the hit share may differ from the screen's.
